High-throughput results as filed in PubChem.
HepG2 viability: kills HepG2 cells in TGF-b inhibitor counter-screen. HepG2 CAGA-GFP viability, ATP luminescence, 18 h. actives 0.76% (n = 410,000). Potency, µM (top dose mostly 46.1 µM), for the others: at the highest dose activity change, negative = cytotoxicity, most hits filed as cytotoxic; further: potency means the concentration at half of the fitted maximal effect; some results filed as inactive show a strong effect at the top dose
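CellTiter-Glo luminescence gave cytotoxicity after 18 hours at 37 degrees C. The cells were HepG2 CAGA-GFP in 1% FBS DMEM, stimulated with 500 pg/mL TGF-beta after compound addition. %Activity was normalised to no-cell wells (complete cell-killing) and DMSO (no toxicity), and curves were fitted and classified.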
MCF10A rerep: induces DNA re-replication in MCF 10a normal breast cells. MCF 10A DNA re-replication, Hoechst nuclear intensity, 48 h. Potency, µM (top dose mostly 46.1 µM), for the others: at the highest dose activity, positive = re-replication, hits mostly activators. actives 2.9% (n = 350,000). AID 624296; further: potency means the concentration at half of the fitted maximal effect; % of control where 0% means no effect; nearly all actives have a fitted effect of over 50% in size
ATXN2 expr inh: ATXN2 expression inhibition | HEK-293 ATXN2-luciferase reporter, luminescence, 24 h | AID 1745845 | Potency, µM (series often up to 57 µM), without a hit: at the highest dose activity change, negative = inhibition, actives largely listed as inhibitors | actives 0.72% (n = 360,000); further: potency means the concentration at half of the fitted maximal effect; on the % scale 0 is the no-effect control and ±100 the full control effect; nearly all actives have a fitted effect of over 55% in size
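qHTS (up to 57 uM final) was run with 24 h compound exposure of reporter cells at 37 °C. Each well was multiplexed: SteadyGlo luminescence measured ATXN2-luciferase expression after a fluorogenic Gly-Phe-AFC viability readout (25 uM final).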
IL1B secr inh: inflammasome signaling inhibition, IL-1 beta readout. THP-1 LPS/ATP IL-1B secretion, AlphaLISA, 16 h; hits give low values. activity change, % at 57.5 µM. actives 4.7% (n = 360,000); in the data active means activity change below about -50%; inconclusive means mostly about -30% to -49%; further: on the % scale 0 is the no-effect control and ±100 the full control effect
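THP-1 cells pretreated 1 hr with compounds (up to 57.5 uM final), then stimulated with LPS (250 ng/mL final) plus ATP (1.25 mM final); secreted IL-1B measured by AlphaLISA after 16 hr, decreased signal indicating inhibition.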
Nrf2 inh: blocks Nrf2 signaling | AID 504444 | actives 2.1% (n = 360,000) | Potency, µM (doses to about 46 µM), inactives show top-dose activity change, negative = inhibition, usual class: inhibitors | A549 ARE-Fluc reporter, luciferase luminescence, 18-24 h; further: potency means the concentration at half of the fitted maximal effect; on the % scale 0 is the no-effect control and ±100 the full control effect; nearly all actives have a fitted effect of over 60% in size
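In this cell-based qHTS, ARE-driven firefly luciferase in A549 cells reports Nrf2 activity; the luminescent signal after BugLite lysis is the measured value, with a prior CellTiter-Fluor read for cell health.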
A549 tox: kills or reduces viability of A549 cells in Nrf2 counter-screen; Potency, µM (top dose mostly 46 µM), without a hit: at the top dose activity change, negative = cytotoxicity, actives largely listed as inhibitors; A549 ARE-Fluc cells, CellTiter-Fluor viability, 18-24 h; actives 0.16% (n = 390,000); further: potency means the concentration at half of the fitted maximal effect; on the % scale 0 is the no-effect control and ±100 the full control effect
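Cytotoxicity counterscreen: CellTiter-Fluor fluorescence was measured in A549 ARE_Fluc cells after 18-24 h of compound exposure in a concentration series. The subsequent BugLite luminescent read reports ARE-luciferase activity.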
Nrf2 activator: activators of Nrf2 (ARE) signaling; AREc32 ARE-luciferase reporter (MCF7-derived line), luminescence, 24 h; Potency, µM (top dose mostly 46.1 µM), inactives show at the top dose activation, actives largely listed as activators; actives 0.31% (n = 410,000); further: potency means the concentration at half of the fitted maximal effect; % of control where 0% means no effect; nearly all actives have a fitted effect of over 65% in size
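Reporter line AREc32 (ARE-Fluc), seeded overnight in OPTI-MEM with 5% FBS; compound pin-transferred, 24 hr at 37 deg C, 5% CO2; luminescent read-out.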
TGFb inhibitor: inhibitors of TGF-b signaling | HepG2 CAGA-GFP TGF-b/SMAD3 reporter, GFP fluorescence, 18 h; TGF-beta stimulated, 500 pg/mL final | Potency, µM (highest dose often 46.1 µM), inactives show at the highest dose activity, negative = inhibition, most hits filed as inhibitors | actives 1.2% (n = 410,000); further: potency means the concentration at half of the fitted maximal effect; on the % scale 0 is the no-effect control and ±100 the full control effect; nearly all actives have a fitted effect of over 65% in size
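HEPG2 CAGA-GFP cells (1000/well, DMEM with 1% FBS) were pre-incubated 2 h at 37 degrees C, given compound by pin tool, then stimulated with TGF-beta at 500 pg/mL final for 18 h before per-cell GFP fluorescence imaging.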
S2 tox: reduces viability in counter-screen for ATXN expression inhibitors; Potency, µM (doses to about 56.7 µM), actives largely listed as cytotoxic; S2 cells (HEK-293 line with an ATXN2-luciferase reporter) viability, CellTiter-Fluor protease fluorescence, 24 h; actives 0.49% (n = 400,000); further: potency means the concentration at half of the fitted maximal effect; nearly all actives have a fitted effect of over 40% in size
Active calls of the source: *; i = inactive; ? = inconclusive; / = not tested or not shown; [ ] = remark or other dose. Unless noted, the call rests on the fitted dose curve; in most records, active means well fitted curve in the direction sought with a large enough effect; inconclusive means small, poorly fitted or top-dose-only effect, or another doubt; inactive means no such curve, though single readings can be large; an effect the other way counts as inactive or inconclusive.

SMILES | HepG2 viability | MCF10A rerep | ATXN2 expr inh | IL1B secr inh | Nrf2 inh | A549 tox | Nrf2 activator | TGFb inhibitor | S2 tox
Cc1ccccc1-c1noc(C2CCCCC2)n1 | -3% | 25% | -2% | 2 | 12% | -4% | -0.4% | 15% | i
S=c1[nH]nc(CSCCOc2ccccc2)o1 | -37% | 4% | 0% | 19 | -8% | -8% | -0.5% | -5% | i
Cc1ccccc1CNC(=O)Cn1cnc(S(=O)(=O)N2CCCC2)c1 | 0% | 0% | 15% | 1 | 4% | -1% | 0.2% | -13% | i
O=C(COc1ccc2c(c1)OCO2)Nc1ccc2c(c1)oc1ccccc12 | -38% | ? | -10% | -7 | ? | -23% | 0.2% | ? | i
CCn1cc(CNCc2cn(C)nc2-c2ccc(C3CCCCC3)cc2)cn1 | -70% | ? | -3% | -63* | 8% | -5% | 6.1% | ? | i
COc1cc(N2C(=O)CC3(CCCC3)CC2=O)cc(OC)c1OC | 3% | -2% | -22% | 13 | 0% | 1% | 0.3% | -7% | i
CCCC(=O)Nc1ccc(S(=O)(=O)N2CCC(c3nc4ccccc4[nH]3)CC2)cc1 | -17% | -4% | -13% | -6 | ? | 1% | 0.1% | -20% | i
COc1ccccc1-c1noc(CCCC(=O)Nc2ccc(C(N)=O)cc2)n1 | 6% | ? | 11% | 15 | -11% | -3% | 0.3% | 4% | i
CCOc1ccc(/C(O)=C2\C(=O)C(=O)N(CCOCCO)C2c2ccccc2OC)cc1 (stereo unspecified) | 7% | 2% | 1% | 7 | 13% | 1% | -0.8% | 4% | i
CCOC(=O)c1c(C)[nH]c(C)c1S(=O)(=O)NCC(=O)Nc1cccc(C(F)(F)F)c1 | -13% | / | -5% | / | -10% | -8% | 0.6% | -31% | i

Compounds listed so far containing nitrogen in an aromatic ring (7):
SMILES | HepG2 viability | MCF10A rerep | ATXN2 expr inh | IL1B secr inh | Nrf2 inh | A549 tox | Nrf2 activator | TGFb inhibitor | S2 tox
Cc1ccccc1-c1noc(C2CCCCC2)n1 | -3% | 25% | -2% | 2 | 12% | -4% | -0.4% | 15% | i
S=c1[nH]nc(CSCCOc2ccccc2)o1 | -37% | 4% | 0% | 19 | -8% | -8% | -0.5% | -5% | i
Cc1ccccc1CNC(=O)Cn1cnc(S(=O)(=O)N2CCCC2)c1 | 0% | 0% | 15% | 1 | 4% | -1% | 0.2% | -13% | i
CCn1cc(CNCc2cn(C)nc2-c2ccc(C3CCCCC3)cc2)cn1 | -70% | ? | -3% | -63* | 8% | -5% | 6.1% | ? | i
CCCC(=O)Nc1ccc(S(=O)(=O)N2CCC(c3nc4ccccc4[nH]3)CC2)cc1 | -17% | -4% | -13% | -6 | ? | 1% | 0.1% | -20% | i
COc1ccccc1-c1noc(CCCC(=O)Nc2ccc(C(N)=O)cc2)n1 | 6% | ? | 11% | 15 | -11% | -3% | 0.3% | 4% | i
CCOC(=O)c1c(C)[nH]c(C)c1S(=O)(=O)NCC(=O)Nc1cccc(C(F)(F)F)c1 | -13% | / | -5% | / | -10% | -8% | 0.6% | -31% | i

New compounds follow
SMILES | HepG2 viability | MCF10A rerep | ATXN2 expr inh | IL1B secr inh | Nrf2 inh | A549 tox | Nrf2 activator | TGFb inhibitor | S2 tox
O=C(c1ccc2c(c1)N(Cc1ccc(F)cc1)C(=O)c1ccccc1S2(=O)=O)N1CCN(Cc2ccccc2)CC1 | -23% | / | -33% | / | ? | ? | -0.4% | 3.5µM* | i
Cc1ccc(C23CC4CC(CC(NC(=O)NCCN(C)C)(C4)C2)C3)cc1 | -103% | ? | ? | -7 | 26% | -8% | 2.5% | ? | i
CCN(CC)C(=O)C1=C(C)N(Cc2ccc(C(C)(C)C)cc2)C(=O)C(CC(=O)NCC2CCCCC2)C1 (stereo unspecified) | -40% | / | ? | -82* | / | / | 3.1% | ? | 28µM*
COc1ccc(/C(C)=N/NC(=O)c2nc(C)cc(C)n2)cc1 | 1% | -1% | 39%[activator] | -8 | 19% | 15% | 2.8% | -1% | i
CS(=O)(=O)N(CC(=O)N1CCCC1)c1cccc(Cl)c1 | 5% | -1% | -4% | 16 | 4% | 2% | -0.7% | 4% | i
O=C(CN(c1ccc(Br)cc1)S(=O)(=O)c1ccc(Cl)c([N+](=O)[O-])c1)NCC1CCCO1 (stereo unspecified) | -106% | 16µM* | ? | -98* | 12% | -1% | -2.6% | ? | /
COc1ccccc1C(=O)Nc1ccnn1C1CCN(C)CC1 | 12% | 9% | -9% | 0 | 0% | -3% | 2.5% | 9% | i
CCn1nnc2cc(C(=O)Nc3cccc(S(=O)(=O)N(C)C)c3)ccc21 | -4% | -1% | 1% | -27 | 9% | 0% | -0.8% | 10% | i
COc1cc(C)nc(NC(=S)N(C)C(=O)c2ccccc2)n1 | 8% | 0% | 2% | 13 | 22% | 7% | 5.4% | -1% | i
O=C(COc1ncnc2cc([N+](=O)[O-])ccc12)N(CCc1ccccc1)Cc1ccccc1 | 19% | 1% | -2% | -10 | -16% | -3% | 0.0% | -5% | i
CCOC(=O)c1cc2ccccc2n1CC(=O)c1ccccc1 | -11% | 5% | 2% | 29 | -10% | 2% | -0.2% | 0% | i
CCCNC(=O)C1CC(=O)N(c2ccc(OCC)cc2)C1 (stereo unspecified) | -1% | -30%[inhibitor] | -10%[11.3 µM] | 12 | 1% | 1% | -0.6% | 11% | i
COc1ccc(-c2csc3ncnc(N4CCN(c5ccccc5OC)CC4)c23)cc1 | -1% | ? | 32µM* | ? | 23µM* | ? | 0.5% | ? | ?
CCCCCN(C(=O)NC(=O)NCCCC)S(C)(=O)=O | 3% | 23% | 3% | 18 | 14% | 5% | 0.0% | 2% | i
O=S1(=O)C2CC3C=CC2(O3)C(O)C(Cc2ccccc2)N1Cc1cccc(F)c1 (stereo unspecified) | 7% | / | / | / | 11% | 1% | / | ? | /
CCn1nc([N+](=O)[O-])c(C(C#N)c2nc3cc(C(F)(F)F)ccc3s2)c(Cl)c1=O (stereo unspecified) | -100% | 29% | ? | -97* | 8.2µM* | ? | -2.7% | 0.35µM* | /
CC(COS(N)(=O)=O)Cc1ccc(C(F)(F)F)cc1 (stereo unspecified) | -6% | 3% | -3% | -3 | -12% | 7% | -0.8% | -4% | i
CC(OC(=O)CNC(=O)c1ccc(Cl)c([N+](=O)[O-])c1)C(=O)NCc1ccco1 (stereo unspecified) | -6% | ? | 1% | -52* | 1% | -8% | 11% | 6% | i
CC(=O)c1ccc(S(=O)(=O)NCC(=O)N2CCN(C/C=C/c3ccccc3)CC2)cc1 | -14% | 19% | -20% | 7 | -26% | 3% | 4.8% | -35% | i
OCC[C@@H]1C[C@H](O)[C@@H](O)[C@@]2(OCCCc3cc(C(F)(F)F)ccc32)O1 | -11% | / | 11% | -6 | / | / | 0.4% | -5% | i
C/C(=C\c1ccco1)C1C(C#N)=C(N)Oc2n[nH]c(-c3ccccc3)c21 (stereo unspecified) | -62% | 0% | -10% | 11 | 1% | / | ? | 0% | i
Cc1cc(OCC(=O)NCCc2c[nH]c3ccccc23)c2c(C)c(C)c(=O)oc2c1 | -25% | -3% | 1% | 10 | ? | -8% | 0.9% | 0% | i
O=C1C=CN2CCOCC2C1 (stereo unspecified) | 1% | 15% | 9% | 18 | 2% | -3% | 0.0% | -8% | i
Cc1cc(=O)[nH]c(N/N=C/CCc2ccccc2)n1 | -16% | -5% | 3% | -13 | -9% | 0% | 0.8% | -10% | i
CC(=O)Nc1ccc(NC(=O)C2Cc3c(-c4cccc(NC(C)=O)c4)ccnc3O2)cc1 (stereo unspecified) | 1% | / | 7% | -25 | / | / | 2.5% | 21% | i
O=C(NCCN1CCN(c2ccccc2)CC1)Nc1ccc(Cl)cc1 | -8% | 14% | 4% | ? | 0% | -10% | 3.8% | -25% | i
CS(=O)(=O)NCCCCNc1ccc(C(F)(F)F)cc1[N+](=O)[O-] | -1% | 1% | -15% | 13 | 1% | -16% | 5.0% | -11% | i
O=C(NCCn1cccc1)c1cccc2ccccc12 | -13% | -3% | 7% | -20 | 5% | 13% | -0.6% | 1% | i
COC(=O)c1c(NC(=O)CSc2nncs2)sc2c1CCCCC2 | -33% | 0.23µM* | 3% | 16 | 18µM* | 1% | 4.6% | -15% | i
O=C(Nc1ccccc1)c1ccc(-c2ccccc2)s1 | -25% | ? | 49%[activator] | -17 | ? | -6% | 6.0% | -9% | i
OC(c1cc(-c2ccc(C(F)(F)F)cc2)nc(C(F)(F)F)c1)C1CCCCN1 (stereo unspecified) | -84% | 23µM* | / | -104* | -27% | 14% | -4.0% | 2.8µM* | 3.2µM*
CCOc1ncccc1C(=O)OCc1ccc(C(=O)OC)cc1 | 0% | 3% | 46%[activator] | -14 | 13% | 24% | 0.1% | -4% | i
NC(=O)C1CCN(C(=O)CC(c2ccccc2)c2ccccc2)CC1 | 0% | 1% | -1% | -5 | 4% | 0% | -0.4% | -3% | i
O=C(COc1ccc(Cl)cc1)OCc1cc(=O)n2nc(C3CCCCC3)sc2n1 | 2% | / | 7% | / | ? | -4% | 0.8% | -10% | i
CN1C=CC(=C[N+](=O)[O-])N(C)C1=O | 8% | / | 5% | 0 | / | / | -0.3% | 22% | /
COc1ccc(/C=C/C(=O)c2c(O)ccc3c(C)cc(=O)oc23)cc1 | -54% | 21µM* | 0% | ? | ? | -6% | ? | ? | i
